Compound activity: PubChem BioAssay, National Center for Advancing Translational Sciences (NCATS)
GALK inhibitor: qHTS Assay for Inhibitors of Human Galactokinase (GALK); P51570; Potency, µM (titrated, usually from 57.5 µM), inactives show at the highest dose activity change, negative = inhibition, actives largely listed as inhibitors; hit rate 0.007% among 270,000; Purified GALK, Kinase-Glo residual ATP luminescence; also: potency is read from the fitted curve at half-maximal effect
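Kinase-Glo Plus luminescence measured ATP left after a 1 h room-temperature reaction. The reaction used 5 nM GALK, 100 uM galactose and 35 uM ATP at pH 8.0 (20 mM HEPES, 5 mM MgCl2, 60 mM NaCl, 1 mM DTT, 0.01% BSA).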
KCNH2 3.1 block: qHTS for Inhibitors of KCHN2 3.1: Mutant qHTS | AID 720553, 2013 | activity change, % (tested at about 1.8 µM) | U2OS KCNH2 3.1, thallium flux FluxOr; active compounds read low | hit rate 0.95% among 340,000;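 active = maximum activity change below -70%; inconclusive = maximum activity change from -70% to -50%; inactive = maximum activity change above -50%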;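 also: thallium influx rate constant from kinetic fluorescence after stimulation buffer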
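Virally transduced U2OS (3.1 isoform, 4 h infection in dark at RT) → overnight 37 C → FluxOr + Red40 in HBSS/HEPES, 45 min → stimulation buffer, 2 min kinetic read → rate constant vs DMSO controls.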
FBPA coupling cs: qHTS Assay for Inhibitors of Fructose-1,6-bisphosphate Aldolase from Giardia Lamblia: Coupling assay counterscreen. coupling enzyme system counterscreen, AmpLite Red fluorescence. hit rate 0.67% among 290,000. activity change, negative = inhibition, % at 58.2 µM, hits read low; in the data active = activity change below about -30%
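Counterscreen of the coupled detection system alone, without aldolase: glyceraldehyde-3-phosphate coupling enzymes plus AmpLite Red readout. Compounds at 57.5 uM final, 10 min RT preincubation, 20 min RT reaction, fluorescence 525/598 nm.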
hERG WT inh: qHTS for Inhibitors of KCHN2 3.1: Wildtype qHTS | Voltage-gated inwardly rectifying potassium channel KCNH2 (Homo sapiens), Q12809 | U2OS, BacMam KCNH2, thallium flux FluxOr; active compounds read low | activity change, % at 1.84 µM | hit rate 0.37% among 340,000 | AID 720551, 2013;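 active = maximum activity change below -70%; inconclusive = maximum activity change between -70% and -50%; inactive = maximum activity change above -50%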
Target sequence (Q12809 whole entry, looked up): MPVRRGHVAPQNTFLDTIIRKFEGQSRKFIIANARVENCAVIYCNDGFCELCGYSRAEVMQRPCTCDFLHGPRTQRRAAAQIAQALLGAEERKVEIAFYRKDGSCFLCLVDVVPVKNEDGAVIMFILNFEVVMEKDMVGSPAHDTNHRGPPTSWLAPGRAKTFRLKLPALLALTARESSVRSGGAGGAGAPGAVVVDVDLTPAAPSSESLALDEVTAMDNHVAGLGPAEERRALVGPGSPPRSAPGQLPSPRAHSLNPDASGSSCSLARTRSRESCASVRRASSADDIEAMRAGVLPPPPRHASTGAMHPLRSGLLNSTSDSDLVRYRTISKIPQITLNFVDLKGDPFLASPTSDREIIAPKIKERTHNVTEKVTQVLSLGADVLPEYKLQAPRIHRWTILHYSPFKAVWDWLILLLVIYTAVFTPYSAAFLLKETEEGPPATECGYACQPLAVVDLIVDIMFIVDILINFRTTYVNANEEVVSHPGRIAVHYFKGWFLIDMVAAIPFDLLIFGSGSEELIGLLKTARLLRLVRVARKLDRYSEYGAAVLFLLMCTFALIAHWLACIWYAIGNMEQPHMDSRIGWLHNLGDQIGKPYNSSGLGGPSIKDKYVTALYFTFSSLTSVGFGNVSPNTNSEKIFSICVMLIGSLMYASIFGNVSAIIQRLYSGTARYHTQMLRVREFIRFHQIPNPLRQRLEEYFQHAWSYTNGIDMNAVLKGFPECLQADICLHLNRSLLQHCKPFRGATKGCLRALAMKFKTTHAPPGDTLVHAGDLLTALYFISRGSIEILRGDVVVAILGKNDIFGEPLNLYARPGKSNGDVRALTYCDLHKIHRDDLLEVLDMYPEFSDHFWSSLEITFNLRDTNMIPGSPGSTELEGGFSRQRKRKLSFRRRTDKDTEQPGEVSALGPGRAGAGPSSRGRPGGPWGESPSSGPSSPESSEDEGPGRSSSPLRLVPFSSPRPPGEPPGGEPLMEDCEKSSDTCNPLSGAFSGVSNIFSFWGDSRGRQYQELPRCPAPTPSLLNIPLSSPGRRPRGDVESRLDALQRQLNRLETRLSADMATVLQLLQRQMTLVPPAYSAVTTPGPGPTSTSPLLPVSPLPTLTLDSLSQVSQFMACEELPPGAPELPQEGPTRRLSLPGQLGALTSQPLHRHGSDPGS
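U2OS cells transduced with wild-type KCNH2 virus are loaded with FluxOr dye for 45 min, and thallium flux is measured in kinetic reads before and after stimulation buffer. Rate constants are normalized to DMSO controls.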
Giardia killer: Small Molecules that selectively kill Giardia lamblia: qHTS; Giardia lamblia trophozoite viability; activity change, % at 7.66 µM, hits read low; hit rate 0.15% among 340,000; AID 540267, 2011; in the data active = activity change below about -80%; inconclusive = between about -30% and that limit;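 also: parasites exposed to compound for two days anaerobically before the ATP read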
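Compounds were tested on trophozoites seeded at 100 cells/well and held 48 hrs at 37 deg C anaerobically. An ATP-based luminescent kit measured the remaining live cells.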
B2AR arrestin: qHTS assay of beta-arrestin-biased ligands of beta2-adrenergic receptor; hit rate 0.02% among 330,000; Potency, µM (top dose mostly 46.1 µM), inactives show at the top dose activation, actives largely listed as activators; Beta-2 adrenergic receptor (Homo sapiens), P07550; AID 492947, 2010; beta-arrestin recruitment to beta2AR, cell-based reporter;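 also: potency is read from the fitted curve at half-maximal effect; 0% = DMSO controls and full agonism = EC100 isoproterenol or metaproterenol; nearly all actives have a fitted effect of over 65% in size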
USP2a inh: qHTS Assay for Inhibitors of Ubiquitin-specific Protease USP2a Using CHOP2 as the Reporter. Ubiquitin carboxyl-terminal hydrolase 2 (Homo sapiens), O75604. USP2 core, Ub-CHOP2 coupled fluorogenic reporter, 485/531. Potency, µM (doses to about 38.3 µM), for the others: at the highest dose activity change, negative = inhibition, hits mostly inhibitors. hit rate 0.01% among 330,000. AID 463254, 2010;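 also: potency is read from the fitted curve at half-maximal effect; plate controls were DMSO wells for no effect and full inhibition by NEM control for full effect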
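USP2 core (10nM final) preincubated 30min RT with compound in 20mM Tris-HCl pH 8.0, 2mM CaCl2, 2mM beta-mercaptoethanol, 0.05% CHAPS; 25nM Ub-CHOP2 plus 25nM reporter substrate added, fluorescence (Ex485/Em531) read after 60min.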
Eya2 phos inh: qHTS Assay for Inhibitors of the Phosphatase Activity of Eya2; recombinant Eya2, OMFP fluorescence dephosphorylation (OMFP is methylfluorescein phosphate); Protein phosphatase EYA2 (Homo sapiens), O00167; hit rate 0.006% among 330,000; Potency, µM (top dose mostly 76.9 µM), inactives show top-dose activity, negative = inhibition, actives largely listed as inhibitors; also: potency is read from the fitted curve at half-maximal effect
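Eya2 (0.2 uM) preincubated 10 min at ambient with compound, then OMFP substrate added at 50 uM; 10 min reaction in 50 mM HEPES pH 7.5, 50 mM NaCl, 5 uM MgCl2, 0.05% BSA, 1 mM DTT. Fluorescence read at Ex 485/Em 525 nm.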
uPA surface inh: qHTS for Inhibitors of Cell Surface uPA Generation; cell surface uPA generation assay, qHTS; Potency, µM (series often up to 38.3 µM), without a hit: at the highest dose activity change, negative = inhibition, usual class: inhibitors; hit rate 0.31% among 330,000; active = well fitted inhibition curve with a large enough effect; inconclusive = small, poorly fitted or top-dose-only effect; inactive = no such curve, though single readings can be large or run the other way; tested in mouse RAW 264.7 cells; also: potency is read from the fitted curve at half-maximal effect; nearly all actives have a fitted effect of over 55% in size
PKM2 activator: qHTS Assay for Activators of Human Muscle isoform 2 Pyruvate Kinase. Potency, µM (highest dose often 57.5 µM), without a hit: top-dose activation, most hits filed as activators. hit rate 0.34% among 260,000. AID 1631, 2009. purified PKM2, Kinase-Glo ATP luminescence, activation; response scale: 0% is enzyme alone, no compound. Pyruvate kinase PKM (Homo sapiens), P14618; also: potency is read from the fitted curve at half-maximal effect; nearly all actives have a fitted effect of over 55% in size
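Kinase-Glo luminescence reports ATP generated from ADP (0.1 mM) and PEP (0.5 mM) by purified hPK-M2 after 1 h at room temperature, pH 7.2 imidazole buffer; intermediate enzyme activity allows detecting inhibitors and activators.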
Chronic BCR inh: qHTS Assay to Find Inhibitors of Chronic Active B-Cell Receptor Signaling; hit rate 0.05% among 340,000; ABC-DLBCL IkBa-CBG/CBR reporter, luminescence ratio, 4 h; Potency, µM (titrated, usually from 46.1 µM), for the others: at the highest dose ratio change, negative = lower green/red ratio, most hits filed as inhibitors; active = well fitted inhibition curve with a large enough effect in the signal ratio, with a control signal flat, not every such curve was filed as active; inconclusive = small, poorly fitted or top-dose-only effect, or effect the other way, or a change in a side signal; the % refers to the signal ratio;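 also: potency is read from the fitted curve at half-maximal effect; plate controls were basal doxycycline-induced cells for no effect and cells given 10 µM MG132 for full effect; MG132 reads +100%, hits lower the ratio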
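Cell line TMD8 (human ABC DLBCL), stably expressing tet-inducible CBG68-IkBa fusion and CBR; IMDM/0.5% FBS; cpd up to 46 uM; dox induction, 4 h, 37C/5% CO2; dual luminescence; green/red ratio; MG132 control.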
* marks the source's active call; other numbers are inactive results; i = inactive; ? = inconclusive; . = no result given; & = joins results of further samples. Unless noted, calls follow the shape of the dose curve; as a rule, active = well fitted curve in the direction sought with a large enough effect; inconclusive = small, poorly fitted or top-dose-only effect, or another doubt; inactive = no such curve, though single readings can be large; an effect the other way counts as inactive or inconclusive. Unless noted, % is scaled to controls: 0 for no effect and ±100 for the full control effect.

SMILES | GALK inhibitor | KCNH2 3.1 block | FBPA coupling cs | hERG WT inh | Giardia killer | B2AR arrestin | USP2a inh | Eya2 phos inh | uPA surface inh | PKM2 activator | Chronic BCR inh
O=C1C2C(c3cccc(/C=C/c4ccccc4)c3)CC=CC2C(c2ccc(C(F)(F)F)cc2)N1Cc1ccccc1 (configuration not stated) | -1.2% | 6.6 | 0.9&5.0 | -2.6 | 7.7&6.3 | -0.6% | 7.0% | -0.6% | 20.1% | -10.3% | -0.3%
O=C(O)C1CCCCC1C(=O)NCCCN1CCCC1=O (configuration not stated) | 6.4% | -4.3 | -1.6 | 0.5 | -11.3 | -0.1% | 1.2% | -22.8% | -1.9% | -5.1% | 7.5%
CCC(C)(C)n1nnnc1C(C(C)C)N1CCN(C(=O)c2ccco2)CC1 (configuration not stated) | -1.7% | 4.2 | 0.4 | 1.5 | 9.3 | -1.1% | 1.3% | -2.0% | 0.4% | . | 3.1%
CCOc1nc(SCCOc2ccc(Cl)cc2Cl)nc(N(C)C)n1 | . | -11.6 | -1.1 | -16.0 | 4.5 | 0.4% | 3.1% | -26.8% | 2.0% | 4.7% | -2.3%
COc1ccc(OCc2n[nH]c(=S)n2-c2ccc(C)cc2)cc1 | -1.6% | 7.1 | 4.9 | 6.7 | -28.7 | -0.1% | 0.0% | 3.3% | -0.6% | -0.2% | ?
C=CCn1c(SCC(=O)Nc2sccc2C(N)=O)nc2sc(C)c(C)c2c1=O | 0.9% | -13.0 | -4.0 | 25.6 | 7.7 | -0.2% | -0.8% | 4.3% | -6.7% | 7.1% | -2.1%
O=C(OC(C(=O)NCc1ccccc1)c1ccccc1)c1ccco1 (configuration not stated) | -2.8% | 13.7 | -1.3 | -8.4 | -1.8 | -0.6% | -1.4% | 1.2% | 2.4% | . | 4.0%
CCOC(=O)c1c(-c2ccccc2)cn2c(C)cc(C)nc12 | 0.4% | -6.2 | 2.5 | -12.7 | -8.9 | 0.0% | -0.8% | 9.0% | -3.5% | -9.9% | ?
CC(NC(=O)C1CCC(C(C)(C)C)CC1)C(c1ccccc1)N1CCOCC1 (configuration not stated) | 10.7% | -20.1 | 0.5 | i | 8.2 | 0.1% | 1.8% | 1.6% | 1.5% | -9.9% | -0.8%
Nc1ccc(S(=O)(=O)NNC(=O)C(=O)NNc2ccccn2)cc1 | 2.3% | 10.1 | -5.9 | -1.6 | -12.5 | 0.2% | 0.6% | -13.8% | -1.7% | 2.9% | -0.9%
O=C(NC(=S)NCc1cccnc1)c1ccccc1F | 0.5% | 4.2 | 1.3 | 12.0 | -3.0 | -0.1% | 6.0% | -1.9% | 0.9% | 4.3% | 6.2%
Cc1c(NC(=O)COC(=O)C(c2ccc(Cl)cc2)C(C)C)c(=O)n(-c2ccccc2)n1C (configuration not stated) | -0.7% | -18.3 | 3.9 | 1.8 | 4.8 | 0.3% | 2.1% | ? | 4.3% | -6.2% | -11.4%
COc1cc(/C=C2\SC(=S)N(CC(=O)Nc3cccnc3)C2=O)cc(OC)c1OC | 0.7% | -21.9 | 3.1 | -10.7 | 3.5 | -1.0% | 29.8% | 1.9% | 1.7% | 21.3% | ?
CCNC(=O)/C(C#N)=C/c1c(N2CCN(C)CC2)nc2c(C)cccn2c1=O | . | -11.9 | -1.1 | -2.2 | 9.9 | 0.6% | 1.1% | 8.8% | -4.6% | . | ?
CC(=O)c1c(C)[nH]c(C(=O)OCC(=O)NCCc2ccc(Cl)cc2)c1C | 1.9% | 1.6 | 2.8 | -0.4 | -15.0 | 0.1% | 1.8% | -17.9% | 3.7% | 1.1% | ?
CCOc1cc(C(=O)N/N=C(\C)Cc2ccc(OC)cc2)cc(OCC)c1OCC | 0.4% | -18.2 | 0.9 | 6.4 | 12.9 | -0.4% | -2.5% | 6.4% | -12.6% | -3.6% | ?
Cc1ccc(S(=O)(=O)N2CCCCC2)cc1C(=O)NCc1ccncc1 | 6.4% | -10.2 | 4.3 | -4.5 | -4.2 | -0.1% | 0.3% | -10.1% | 4.3% | 7.9% | -14.9%
CN1CCS/C1=C/C=C1\SC(=S)N(CC(=O)O)C1=O | -3.7% | . | 1.3 | 24.1 | 2.2 | 0.0% | ? | ? | -0.6% | -0.5% | -6.4%
C=CCOc1ccc(CN(C)C(=O)C2CCCO2)cc1 (configuration not stated) | 15.7% | -6.7 | 1.1 | 5.5 | 0.3 | -0.1% | 5.3% | 1.3% | -2.6% | 4.3% | 0.7%
Cc1cccc(NC(=O)Cn2nc(-c3ccco3)ccc2=O)c1C | -0.9% | 1.1 | -0.6 | -7.7 | -14.0 | -0.5% | -1.6% | 6.4% | 0.2% | 16.9% | 6.3%
CCOC(=O)C1=C2c3cc(OC)c(OC)cc3CC(C)(C)N2C(=O)C1=O | . | 10.3 | -15.6 | -29.5 | 3.5 | 0.2% | 0.6% | 4.5% | -2.4% | 0.2% | -8.9%
O=C(O)Cc1ccc(NC(=O)c2ccc3c(c2)C(=O)N(Cc2ccco2)C3=O)cc1 | -1.7% | . | . | -14.4 | -7.7 | 0.2% | 2.1% | -13.9% | 6.1% | 4.3% | ?
CC(=O)N1CCCc2cc(S(=O)(=O)NC(C(=O)NC3CCCCC3)C(C)C)ccc21 (configuration not stated) | . | -19.4 | 0.5 | -8.6 | -18.9 | -0.7% | 3.9% | -2.0% | -3.2% | -12.1% | -0.4%
CCc1cc(C(=O)O)c(NC(=O)/C=C/c2ccc(OC)cc2)s1 | -0.1% | -13.0 | 2.8 | -29.0 | -7.0 | -0.8% | 2.9% | 2.5% | -18.0% | -0.8% | ?
CCCCNc1c(-c2ccc(OC)c(SC(C)CC)c2)nc2ccc(C)cn12 (configuration not stated) | . | -47.5 | . | -6.1 | -13.5 | -0.1% | 0.2% | -0.6% | ? | . | ?
Cc1ccc(C(=O)N(CC(=O)NC2CCCCC2)c2ccccc2C)s1 | -3.6% | -31.7 | 0.3 | -13.9 | -4.9 | 0.3% | 1.7% | 1.6% | 9.5% | -1.0% | 1.3%
CCOc1ccc2[nH]c3c(N4CCN(C(=O)c5ccco5)CC4)ncnc3c2c1 | -2.2% | -14.7 | -5.2 | 3.0 | 10.6 | 0.4% | 4.7% | -7.4% | -0.5% | 5.1% | 3.3%
CN(CC(=O)N1CCN(C2CCCCC2)CC1)S(=O)(=O)c1cccc2nsnc12 | 1.0% | 15.8 | 2.6 | 6.1 | 10.3 | -1.0% | 2.0% | 5.2% | . | -1.1% | 2.1%
CN(CCOc1ccc(Cl)cc1)C(=O)c1cc(S(=O)(=O)N2CCOCC2)ccc1N1CCCC1 | . | -29.1 | . | -1.2 | ? | -0.1% | -5.9% | -10.9% | -19.7% | . | -5.1%
CCCS(=O)(=O)N1CCN(C(=O)COc2ccc(OC)cc2)CC1 | 0.7% | -16.6 | 0.8 | 6.0 | 6.7 | -0.3% | 7.0% | 1.8% | 1.9% | 3.8% | -1.7%
CC(C)CCNC(=O)c1cc(-c2ccncc2)nc2ccc(S(=O)(=O)N3CCOCC3)cc12 | . | -4.2 | 2.0 | 6.5 | 17.8 | -2.2% | -4.0% | 1.4% | -1.6% | -4.1% | 8.7%
COCC(C)n1c(SCC(=O)NC(=O)NC2CCCC2)nc2ccccc2c1=O (configuration not stated) | . | 3.5 | . | -10.0 | 6.6 | -0.1% | 2.0% | -2.7% | 17.4% | . | -2.6%
CCCCNC(=S)NCc1ccc2[nH]c3c(c2c1)CCCC3 | 7.9% | 14.1 | 1.5 | 8.1 | 14.6 | -0.2% | 0.3% | -9.1% | 3.8% | 1.6% | -12.6%
O=C(COC(=O)c1cc(C(F)(F)F)cc(C(F)(F)F)c1)NCc1ccc(Cl)cc1 | 1.0% | -39.9 | 0.6 | 27.2 | 6.9 | -1.3% | 0.9% | 3.8% | -6.7% | -3.8% | 0.3%
O=C(Nc1cccc(-c2nc3ncccc3o2)c1)c1ccccc1 | 4.8% | -1.4 | 1.7 | 5.4 | 1.2 | 0.5% | 1.9% | 2.4% | -14.5% | -0.2% | ?
CCCCn1c(SCC(=O)NCc2ccc(OC)c(C(=O)O)c2)nc2cc(S(N)(=O)=O)ccc21 | 3.9% | 5.3 | 9.5 | 3.4 | -4.0 | -0.2% | 7.4% | 4.3% | 1.0% | . | ?
